High-throughput results deposited in PubChem by several laboratories.
KCNK3 block – human KCNK3 channel inhibitors, primary screen, CHO cells, FluxOR thallium flux, B-score; B-score at 10 µM; FluxOR fluorescence; hits give low values; 0.84% of 340,000 active;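 active = B-score under library mean minus 4 SD, starting fluorescence ratio at most library mean plus 5 SD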;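 note: more negative B-score means stronger inhibition of thallium flux through KCNK3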
ANO1 activ – TMEM16A chloride channel activators or potentiators, primary screen, cell-based, HTS; HEK293 TMEM16A/YFP-H148Q/I152L, iodide quench fluorescence; hits give low values; 0.3% of 340,000 active; B-score at 10 µM;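 active = fluorescence-ratio B-score plate-corrected deviation score at least 3 library SD below zero, with starting fluorescence score within 5 deviations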;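 note: channel opened by trigger with iodide after compound preincubation; score built on the fluorescence ratio of max minus min over baseline; more negative score means more quench and so TMEM16A activation or potentiation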
DYRK1A inh – rat Dyrk1A kinase inhibitors, primary screen, biochemical, single point, plate reader; ADP-Glo luminescence, NFATc1 peptide; inhibition, % at 12.5 µM; 0.43% of 310,000 active; in the data active = inhibition above about 50%;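 note: plate controls were vehicle with enzyme for no effect and no enzyme for full effect; many of its hits are not listed in these tables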
TRPC4 potent – positive allosteric modulators of TRPC4, primary screen, cell-based, mouse TRPC4beta, HEK293 mu-opioid, Fluo-4 calcium; DAMGO EC20, Fluo-4 Ca2+ flux; hits give high values; B-score at 10 µM; 0.42% of 310,000 active;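 active = B-score of calcium response area above 5 SD of library B-scores, with initial fluorescence ratio within 5 SD of library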;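 note: B-score of integrated fluorescence ratio over time as area under calcium response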
TRPC4 act – activators of mouse TRPC4 channel, primary screen, Fluo4 calcium, HEK293 TRPC4beta/mu-opioid cells. 0.49% of 310,000 active. B-score at 10 µM. Fluo4 calcium fluorescence; hits give high values;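 active = B-score above 5 SD of library B-scores, and initial fluorescence ratio not above library mean plus 5 SD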;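 note: positive B-score marks a calcium rise read as TRPC4 activation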
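system = HEK293 cells stably co-expressing mouse TRPC4beta and mu-opioid receptor | schedule = Fluo4 dye loading 45 min at room temperature, 110 s recording | measure = B-scored integrated calcium fluorescence ratio | signal = Fluo4 calcium-sensitive dye fluorescence, kinetic, 1 Hz baseline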
ANO1 block – TMEM16A chloride channel inhibitors, primary screen, cell-based, HTS. Anoctamin-1 (Mus musculus), Q8BHY3. HEK293 TMEM16A/YFP iodide influx fluorescence, ionomycin. normalized B-score (activity score, 25-100; higher = stronger inhibition) at 10 µM. 1.2% of 310,000 active;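 active = ratio plate-corrected score three or more library SD toward inhibition, starting fluorescence score within five deviations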;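 note: score derived from kinetic fluorescence span divided by baseline fluorescence per well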
KCNK9 inh – KCNK9 potassium channel inhibitors, primary screen, HEK293 cells, thallium flux. FluxOR thallium flux fluorescence; hits give low values. B-score at 10 µM. 1.2% of 310,000 active. AID 488922, 2010;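 active = ratio B-score over 3 SD below the library mean, with starting fluorescence within 5 SD of its mean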;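 note: negative B-score means less thallium flux so channel inhibition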
HDAC3 inh – HDAC3 deacetylase inhibitors, primary screen, biochemical, fluorescence, cell-free homogeneous. Histone deacetylase 3 (Homo sapiens), O15379. recombinant HDAC3, fluorogenic peptide/trypsin coupled. inhibition, % at 8.3 µM. 0.15% of 320,000 active; in the data active = inhibition above about 26%, passing the limit was not always enough
hERG rescue – hERG rescue from dofetilide block, primary screen, cell-based, CHO-hERG, FluxOR thallium flux, dofetilide IC70. activation (rescue from dofetilide block), less the hit threshold, % at 10 µM. dofetilide IC70 present. AID 1511, 2009. 0.51% of 310,000 active. Voltage-gated inwardly rectifying potassium channel KCNH2 (Homo sapiens), Q12809;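 active = activation above the mean of controls blocked by dofetilide plus 5 SD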;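 note: thallium influx through hERG after potassium depolarization seen as dye fluorescence rise; in these data hits start at about 4.7%; inactives centre near -7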
Target sequence (Q12809 whole entry, looked up): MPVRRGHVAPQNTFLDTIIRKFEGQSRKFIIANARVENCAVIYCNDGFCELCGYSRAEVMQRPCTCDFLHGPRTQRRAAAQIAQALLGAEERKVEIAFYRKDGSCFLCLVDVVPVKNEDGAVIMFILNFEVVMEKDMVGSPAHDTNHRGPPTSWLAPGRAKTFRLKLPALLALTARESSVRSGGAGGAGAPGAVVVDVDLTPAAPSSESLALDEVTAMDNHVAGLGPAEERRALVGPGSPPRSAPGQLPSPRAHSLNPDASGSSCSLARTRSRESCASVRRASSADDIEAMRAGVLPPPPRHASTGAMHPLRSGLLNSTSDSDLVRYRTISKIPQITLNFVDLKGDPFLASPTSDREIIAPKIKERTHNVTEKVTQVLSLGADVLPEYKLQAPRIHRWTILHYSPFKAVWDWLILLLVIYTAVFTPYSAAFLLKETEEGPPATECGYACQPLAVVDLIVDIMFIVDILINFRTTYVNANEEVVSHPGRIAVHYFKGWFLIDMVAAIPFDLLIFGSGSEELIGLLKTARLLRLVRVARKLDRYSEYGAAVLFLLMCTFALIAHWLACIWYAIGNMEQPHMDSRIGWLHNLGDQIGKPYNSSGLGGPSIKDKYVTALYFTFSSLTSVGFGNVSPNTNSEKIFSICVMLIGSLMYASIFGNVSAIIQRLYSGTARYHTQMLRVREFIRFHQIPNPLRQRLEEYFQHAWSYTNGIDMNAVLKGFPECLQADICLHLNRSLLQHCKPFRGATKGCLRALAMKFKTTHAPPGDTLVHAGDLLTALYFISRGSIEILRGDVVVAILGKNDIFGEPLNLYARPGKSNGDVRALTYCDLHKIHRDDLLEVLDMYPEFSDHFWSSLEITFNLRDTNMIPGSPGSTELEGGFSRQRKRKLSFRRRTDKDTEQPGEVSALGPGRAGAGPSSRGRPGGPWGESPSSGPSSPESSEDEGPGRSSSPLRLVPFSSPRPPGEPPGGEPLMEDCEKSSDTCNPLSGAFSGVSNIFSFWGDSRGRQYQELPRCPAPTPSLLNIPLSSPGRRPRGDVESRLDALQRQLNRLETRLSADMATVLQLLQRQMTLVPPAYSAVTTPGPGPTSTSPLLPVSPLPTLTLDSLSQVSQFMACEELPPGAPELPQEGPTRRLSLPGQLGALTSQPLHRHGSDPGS
KCNQ1 pot – potentiators or activators of KCNQ1 channel, primary screen, cell-based, thallium flux, high-throughput | Potassium voltage-gated channel subfamily KQT member 1 (Homo sapiens), P51787 | CHO-K1 KCNQ1, thallium flux FluxOR fluorescence; hits give high values | B-score at 10 µM | 0.35% of 310,000 active | AID 2648, 2010;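 active = fluorescence ratio B-score, a plate-corrected score, at least three library SD, with initial intensity B-score within 5 SD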
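Assay system: CHO-K1 cells stably expressing KCNQ1. Medium: assay buffer for compound exposure, DMSO matched across wells. Timing: 37 °C overnight plating, 90-min dark dye load, 20-min compound pretreatment. Signal: kinetic FluxOR fluorescence, 10 s baseline plus 110 s post-stimulus.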
KCNQ1 block – inhibitors of human KCNQ1 channel, primary screen, cell-based, thallium flux, high-throughput. Potassium voltage-gated channel subfamily KQT member 1 (Homo sapiens), P51787. CHO-K1 KCNQ1, FluxOR thallium flux fluorescence; hits give high values. B-score at 10 µM. 1.3% of 310,000 active. AID 2642, 2010;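 active = compounds whose thallium flux B-score, printed positive for inhibition, exceeds three library SD while starting fluorescence stays within three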;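 note: channel opened by potassium depolarization with thallium stimulus after 20 min compound exposure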
Active calls of the source: *. Only part of the results is shown (hit frequency here may not be typical).

For O=C(c1ccccc1)N1CCCC(c2nc3c(nnn3Cc3ccccc3)c(=O)[nH]2)C1 (stereo not given) the results were KCNK3 block inactive, ANO1 activ inactive, DYRK1A inh -5.3, TRPC4 potent inactive, TRPC4 act inactive, ANO1 block inactive, KCNK9 inh inactive, HDAC3 inh -6.8, hERG rescue -19.3, KCNQ1 pot inactive and KCNQ1 block inactive.
For CCN(CC)CCCNC(=O)C1c2cc(OC)c(OC)cc2C(=O)N(C)C1c1cccs1 (stereo not given) the results were KCNK3 block inactive, ANO1 activ inactive, DYRK1A inh -2.3, TRPC4 potent inactive, TRPC4 act inactive, ANO1 block inactive, KCNK9 inh inactive, HDAC3 inh 8.9, hERG rescue -4.9, KCNQ1 pot inactive and KCNQ1 block inactive.
`Cc1cc(C)n2nc(CC(=O)NCc3ccc(F)cc3)nc2n1` gave KCNK3 block inactive, ANO1 activ inactive, DYRK1A inh 10.3, TRPC4 potent inactive, TRPC4 act inactive, ANO1 block inactive, KCNK9 inh inactive, HDAC3 inh 13.7, hERG rescue -10.1, KCNQ1 pot inactive and KCNQ1 block inactive.
Screening N#Cc1c(NC(=O)COC(=O)c2nccnc2N)sc2c1CCCC2 returned KCNK3 block inactive, ANO1 activ inactive, DYRK1A inh 13.8, TRPC4 potent inactive, TRPC4 act inactive, ANO1 block inactive, KCNK9 inh inactive, HDAC3 inh 2.0, hERG rescue -12.3, KCNQ1 pot inactive and KCNQ1 block inactive.
Screening Cc1ccc(NC(=O)C2CCCN2C(=O)NCc2ccccc2)cc1 (stereo not given) returned KCNK3 block inactive, ANO1 activ inactive, TRPC4 potent inactive, TRPC4 act inactive, ANO1 block inactive, KCNK9 inh inactive, HDAC3 inh -9.0, hERG rescue -0.5, KCNQ1 pot inactive and KCNQ1 block inactive.
For COc1ccc(/C=N/Nc2ncccc2[N+](=O)[O-])c(OC)c1 the results were KCNK3 block inactive, ANO1 activ inactive, DYRK1A inh 3.9, TRPC4 potent inactive, TRPC4 act inactive, ANO1 block inactive, KCNK9 inh inactive, HDAC3 inh 3.6, hERG rescue -20.3, KCNQ1 pot inactive and KCNQ1 block inactive.
Screening Cc1noc(C)c1COc1ccc(C(=O)N2CCN(c3ccccn3)CC2)cc1 returned KCNK3 block inactive, ANO1 activ inactive, DYRK1A inh 8.6, TRPC4 potent inactive, TRPC4 act inactive, ANO1 block inactive, KCNK9 inh inactive, HDAC3 inh -15.0, hERG rescue -14.7, KCNQ1 pot inactive and KCNQ1 block inactive.
`Cc1ccc(S(=O)(=O)NCc2ccccc2C)cc1` gave KCNK3 block inactive, ANO1 activ inactive, TRPC4 potent inactive, TRPC4 act inactive, ANO1 block inactive, KCNK9 inh inactive, HDAC3 inh 2.8, hERG rescue -7.6, KCNQ1 pot inactive and KCNQ1 block inactive.
For Cn1c(SCc2cccc(Br)c2)nnc1-c1ccccn1 the results were KCNK3 block inactive, ANO1 activ inactive, DYRK1A inh 36.4, TRPC4 potent inactive, TRPC4 act inactive, ANO1 block inactive, KCNK9 inh inactive, HDAC3 inh 1.2, hERG rescue -7.2, KCNQ1 pot inactive and KCNQ1 block inactive.
O=c1[nH]c(CSc2ccccc2)nc2c1oc1ccccc12 was read as KCNK3 block inactive, ANO1 activ inactive, DYRK1A inh 5.7, TRPC4 potent inactive, TRPC4 act inactive, ANO1 block inactive, KCNK9 inh inactive, HDAC3 inh 3.9, hERG rescue -10.8, KCNQ1 pot inactive and KCNQ1 block inactive.
Screening CC(=O)NCCc1nc2ccccc2n1CCOc1ccccc1C returned KCNK3 block inactive, ANO1 activ inactive, DYRK1A inh -0.6, TRPC4 potent inactive, TRPC4 act inactive, ANO1 block inactive, KCNK9 inh inactive, HDAC3 inh 4.5, hERG rescue -6.9, KCNQ1 pot inactive and KCNQ1 block inactive.
CSc1nc(NC(C)=O)nc(C)c1Br was read as KCNK3 block inactive, ANO1 activ inactive, DYRK1A inh 8.7, TRPC4 potent inactive, TRPC4 act inactive, ANO1 block inactive, KCNK9 inh inactive, HDAC3 inh -0.7, hERG rescue -6.3, KCNQ1 pot inactive and KCNQ1 block inactive.

Some of these compounds in order of molar mass, lowest first:
`Cc1ccc(S(=O)(=O)NCc2ccccc2C)cc1` gave KCNK3 block inactive, ANO1 activ inactive, TRPC4 potent inactive, TRPC4 act inactive, ANO1 block inactive, KCNK9 inh inactive, HDAC3 inh 2.8, hERG rescue -7.6, KCNQ1 pot inactive and KCNQ1 block inactive.
For COc1ccc(/C=N/Nc2ncccc2[N+](=O)[O-])c(OC)c1 the results were KCNK3 block inactive, ANO1 activ inactive, DYRK1A inh 3.9, TRPC4 potent inactive, TRPC4 act inactive, ANO1 block inactive, KCNK9 inh inactive, HDAC3 inh 3.6, hERG rescue -20.3, KCNQ1 pot inactive and KCNQ1 block inactive.
For Cn1c(SCc2cccc(Br)c2)nnc1-c1ccccn1 the results were KCNK3 block inactive, ANO1 activ inactive, DYRK1A inh 36.4, TRPC4 potent inactive, TRPC4 act inactive, ANO1 block inactive, KCNK9 inh inactive, HDAC3 inh 1.2, hERG rescue -7.2, KCNQ1 pot inactive and KCNQ1 block inactive.

Continued.
`O=C(Nc1nc2c(s1)CCCC2)c1ccc(Br)o1` gave KCNK3 block inactive, ANO1 activ inactive, DYRK1A inh 21.9, TRPC4 potent inactive, TRPC4 act inactive, ANO1 block inactive, KCNK9 inh inactive, HDAC3 inh 6.4, hERG rescue -3.9, KCNQ1 pot inactive and KCNQ1 block inactive.
COC(=O)c1sc(=S)n(-c2ccccc2)c1N was read as KCNK3 block inactive, ANO1 activ inactive, DYRK1A inh -1.6, TRPC4 potent inactive, TRPC4 act inactive, ANO1 block inactive, KCNK9 inh inactive, HDAC3 inh -5.4, hERG rescue -8.7, KCNQ1 pot inactive and KCNQ1 block inactive.
Screening COc1cccc(CC(=O)NCC2COc3ccccc3O2)c1OC (stereo not given) returned KCNK3 block inactive, ANO1 activ inactive, DYRK1A inh -1.2, TRPC4 potent inactive, TRPC4 act inactive, ANO1 block inactive, KCNK9 inh inactive, HDAC3 inh -1.6, hERG rescue 0.0, KCNQ1 pot inactive and KCNQ1 block inactive.
Screening O=c1cc(CSc2nnnn2-c2ccccc2)[nH]c2[nH]n(-c3ccccc3)c(=O)c12 returned KCNK3 block inactive, ANO1 activ inactive, TRPC4 potent inactive, TRPC4 act inactive, ANO1 block inactive, KCNK9 inh inactive, HDAC3 inh 7.0, hERG rescue -13.6, KCNQ1 pot inactive and KCNQ1 block inactive.
C[C@H](NC(=O)C1(c2ccccc2)CCN(C(=O)OC(C)(C)C)CC1)C(=O)N[C@@H](C(=O)O)c1ccccc1 was read as KCNK3 block inactive, ANO1 activ inactive, DYRK1A inh 2.2, TRPC4 potent inactive, TRPC4 act inactive, ANO1 block inactive, KCNK9 inh inactive, HDAC3 inh 1.5, hERG rescue -5.0, KCNQ1 pot inactive and KCNQ1 block inactive.
Screening COc1ccc(OCc2cc(C(=O)N(C)CCC3CCOCC3)no2)c(Cl)c1 returned KCNK3 block inactive, ANO1 activ inactive, DYRK1A inh -3.3, TRPC4 potent inactive, TRPC4 act inactive, ANO1 block inactive, KCNK9 inh inactive, HDAC3 inh 11.5, hERG rescue -6.2, KCNQ1 pot inactive and KCNQ1 block inactive.
`CN(CC1CCCO1)S(=O)(=O)c1ccc(C(=O)Nc2ccc(S(N)(=O)=O)cc2)cc1` (stereo not given) gave KCNK3 block inactive, ANO1 activ inactive, DYRK1A inh 4.5, TRPC4 potent inactive, TRPC4 act inactive, ANO1 block inactive, KCNK9 inh inactive, HDAC3 inh -1.0, hERG rescue -11.1, KCNQ1 pot inactive and KCNQ1 block inactive.
For CCC1(c2ccccc2)NC(=O)N(CC(=O)Nc2cc(C(F)(F)F)ccc2N2CCCC2)C1=O (stereo not given) the results were KCNK3 block inactive, ANO1 activ inactive, DYRK1A inh -8.6, TRPC4 potent inactive, TRPC4 act inactive, ANO1 block inactive, KCNK9 inh inactive, HDAC3 inh 3.5, hERG rescue -17.9, KCNQ1 pot inactive and KCNQ1 block inactive.
O=C(Nc1nc2cc3c(cc2s1)OCCO3)c1cccs1 was read as KCNK3 block inactive, ANO1 activ inactive, DYRK1A inh 1.3, TRPC4 potent inactive, TRPC4 act inactive, ANO1 block inactive, KCNK9 inh inactive, HDAC3 inh 5.0, hERG rescue -9.7, KCNQ1 pot inactive and KCNQ1 block inactive.
Screening COc1ccc(OC(=O)c2ccc(OC)c(S(=O)(=O)N3CCOCC3)c2)cc1 returned KCNK3 block inactive, ANO1 activ inactive, DYRK1A inh 2.5, TRPC4 potent inactive, TRPC4 act inactive, ANO1 block inactive, KCNK9 inh inactive, HDAC3 inh 2.1, hERG rescue -11.6, KCNQ1 pot inactive and KCNQ1 block inactive.
Screening O=C(COC(=O)/C=C/c1cccs1)NC1CC1 returned KCNK3 block inactive, ANO1 activ inactive, DYRK1A inh 14.3, TRPC4 potent inactive, TRPC4 act inactive, ANO1 block inactive, KCNK9 inh inactive, HDAC3 inh 6.2, hERG rescue -11.1, KCNQ1 pot inactive and KCNQ1 block inactive.
`Cc1csc(NC(=O)COc2ccc3c(C)cc(=O)oc3c2)n1` gave KCNK3 block inactive, ANO1 activ inactive, DYRK1A inh -0.5, TRPC4 potent inactive, TRPC4 act inactive, ANO1 block inactive, KCNK9 inh inactive, HDAC3 inh 0.3, hERG rescue -5.5, KCNQ1 pot inactive and KCNQ1 block inactive.
For COCCOC(=O)C1=C(C)NC(=S)NC1/C=C/c1ccccc1 (stereo not given) the results were KCNK3 block inactive, ANO1 activ inactive, DYRK1A inh -2.3, TRPC4 potent inactive, TRPC4 act inactive, ANO1 block inactive, KCNK9 inh inactive, HDAC3 inh 8.4, hERG rescue -8.6, KCNQ1 pot inactive and KCNQ1 block inactive.
For COc1ccc(C2=NN(c3ccc(C=O)cc3)C(c3ccccc3)C2)cc1 (stereo not given) the results were TRPC4 potent inactive, TRPC4 act inactive, ANO1 block inactive, KCNK9 inh inactive, HDAC3 inh -34.1, hERG rescue -3.7, KCNQ1 pot inactive and KCNQ1 block 6*.
